Screens as filed in PubChem BioAssay.
SIAH1 antagonists: Siah-1 peptide-binding antagonists, primary screen, biochemical, fluorescence polarization, rhodamine-plectin, uHTS (AID 1817) | Siah-1 / rhodamine-plectin peptide fluorescence polarization; higher % means a stronger effect | displacement, % at 20 µM; hits with a dose series show IC50 in µM | 0.02% of 290,000 active;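 active means displacement of at least 50% at 20 µM, with a fluorescence ratio check between 0.3 and a set limit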;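 further: plate controls were Siah plus tracer with DMSO for no effect and tracer alone without Siah for full effect; strong numbers were not always called active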
AID2073: inhibitors of Mint1-CaV2.2 protein interaction, biochemical, HTRF (AID 2073). inhibition, % at 20 µM; hits with a dose series show IC50 in µM. HTRF protein-protein interaction, Mint1-CaV2.2; higher % means a stronger effect. 0.19% of 290,000 active; in the data active means inhibition mostly above about 51%, no sharp cut-off; further: some results filed as inactive read as strong as hits
LYP inhibition: PTPN22 lymphoid phosphatase activity blockers – biochemical, fluorescence intensity, uHTS (AID 1779) | 0.054% of 290,000 active | recombinant LYP phosphatase, fluorescence intensity; higher % means a stronger effect | inhibition, % at 11.5 µM; hits with a dose series show IC50 in µM; in the data active means inhibition above about 50%;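 further: plate controls were vehicle with enzyme for no effect and no enzyme for full effect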
* = called active by the depositor. Only part of the results is shown; rates above refer to the full screens.

Start of the data: the first 4 compounds, to show the layout:
SMILES	SIAH1 antagonists	AID2073	LYP inhibition
CCCc1cc(=O)oc2cc(OCC(=O)NCCc3c[nH]c4ccccc34)ccc12	-6%	2%	-7%
COC(=O)c1ccccc1NC(=O)[C@@H]1CCC(=O)N1C1OC(=O)c2c1ccc(OC)c2OC (some centres not stated)	-3%	3%	-6%
COc1ccc(CNC(=O)C(=O)NCC2OCCN2S(=O)(=O)c2ccc(OC)cc2)cc1 (configuration not stated)	-4%	17%	-10%
C/C(CC(=O)Nc1ccc(N(C)C)cc1)=N\NC(=O)c1ccccc1O	4%	3%	-4%

This part in full (from the top)
SMILES	SIAH1 antagonists	AID2073	LYP inhibition
CCCc1cc(=O)oc2cc(OCC(=O)NCCc3c[nH]c4ccccc34)ccc12	-6%	2%	-7%
COC(=O)c1ccccc1NC(=O)[C@@H]1CCC(=O)N1C1OC(=O)c2c1ccc(OC)c2OC (some centres not stated)	-3%	3%	-6%
COc1ccc(CNC(=O)C(=O)NCC2OCCN2S(=O)(=O)c2ccc(OC)cc2)cc1 (configuration not stated)	-4%	17%	-10%
C/C(CC(=O)Nc1ccc(N(C)C)cc1)=N\NC(=O)c1ccccc1O	4%	3%	-4%
CC1CCCCN1CCCNc1ccc(C(CC(N)=O)NC(=O)Cc2ccc(Br)cc2)cc1[N+](=O)[O-] (configuration not stated)	-5%	8%	-11%
COC(=O)C(Cc1ccccc1)NC(=O)CCc1c[nH]c2ccccc12 (configuration not stated)	-4%	12%	-4%
CCc1ccc(-c2cc(C)no2)cc1S(=O)(=O)N1CC(=O)Nc2ccccc21	1%	9%	-10%
CCOC(=O)C1CCCN(C2=NC(=O)/C(=C/c3ccc(OC)cc3OC)S2)C1 (configuration not stated)	2%	-23%	-5%
CCOc1ccccc1C(=O)NC1CC2CCCC(C1)N2Cc1ccc(C)cc1 (configuration not stated)	-4%	-4%	-11%
COc1cccc(/C=N/NC(=S)NCCc2ccccc2)c1	-4%	-18%	-1%
Cn1c(=O)[nH]c(=O)c2c1nc(Br)n2Cc1cccc(Br)c1	-1%	-1%	-4%
Cc1ccc(NC(=O)CN2C(=O)S/C(=C\c3ccc(OCC(=O)O)c(Br)c3)C2=O)cc1	28%	16%	0%
COc1ccc(S(N)(=O)=O)cc1C(=O)N(C)CC(=O)Nc1ccc(N2CCOCC2)cc1	-5%	6%	-6%
CC1CN(C(=O)c2cc(S(=O)(=O)N(C)c3ccc(F)cc3)ccc2Cl)CC(C)O1 (configuration not stated)	-3%	7%	-5%
O=C(Nc1ccccc1-c1ccccc1)c1ccccc1Br	6%	0%	-8%
O=C(CCc1ccccn1)N1CCCC(Nc2cccc(F)c2)C1 (configuration not stated)	-1%	10%	-5%
COc1ccc(NC(=O)c2ccc3c(=O)n4c(nc3c2)CCCCC4)cc1	1%	4%	-7%
COc1ccc(CCNCc2cc3ccc(C)cc3[nH]c2=O)cc1OC	6%	12%	-5%
Clc1ccc2[nH]c3c(c2c1)CNCC3	-5%	9%	-8%
COc1cc(C(=S)N2CCOCC2)cc(Br)c1OS(=O)(=O)c1ccccc1	-5%	-10%	-6%
Cc1occc1C(=O)N/N=C/c1ccc(-c2ccccc2)cc1	5%	14%	-8%
COc1cc(/C=C2/C(=N)N3C(=NC2=O)SN=C3S(=O)(=O)C(C)C)ccc1OC(=O)c1ccco1	12%	10%	-3%
CS(=O)(=O)Cc1ccc(C(=O)NCC2(N3CCCCC3)CCCCC2)cc1	-4%	0%	-12%
CC1CN(c2ccc(Cl)cc2)c2nc3c(c(=O)[nH]c(=O)n3C)n2C1 (configuration not stated)	-4%	-1%	-4%
O=C(O)c1cc(-n2[nH]c(=O)c3ccccc3c2=O)ccc1Cl	6%	2%	-9%
COc1cccc(Oc2ccc(C(F)(F)F)cc2NC(=O)C2=COCCO2)c1	-6%	8%	-4%
CCOc1ccc(OCC(=O)NCCS(=O)(=O)N2CCN(c3ccc(F)cc3)CC2)cc1	0%	10%	-2%
Oc1ccc(Nc2nc(-c3ccccc3O)nc3ccccc23)cc1	-3%	14%	1%
C[C@@H]1C2CC(C/C2=N\NC(=O)c2ccncc2)C1(C)C (some centres not stated)	-1%	11%	-6%
CCOc1ccc(NC(=S)Nc2ccc(F)cc2)cc1	1%	8%	-6%
CN(Cc1ccccc1)C(=O)CN1C(=O)c2ccccc2S1(=O)=O	1%	1%	-10%
O=C(Nc1sc2c(c1C(=O)O)CCCC2)c1ccc(Cl)cc1	12%	12%	-8%
Cc1ccc(C(=O)NCc2nc3ccccc3[nH]2)o1	2%	2%	-9%
Cc1ccc(C(=O)N/C(=C\c2ccc(-c3ccccc3[N+](=O)[O-])o2)C(=O)NCCCN2CCOCC2)cc1	3%	-24%	0%
O=C(O)C(Cc1ccccc1)Nc1ccc([N+](=O)[O-])cc1[N+](=O)[O-] (configuration not stated)	0%	-11%	-2%
Cc1ccccc1OCC(=O)N1CCN(C(=O)COc2ccccc2C)CC1	3%	-3%	-4%
CCC1Oc2ccccc2N(CC(=O)NC2CC2)C1=O (configuration not stated)	-5%	6%	-3%
COc1ccc(/C=C/C(=O)OC(C)CN2CCCCC2)cc1 (configuration not stated)	2%	-7%	-8%
COc1ccc(Cl)cc1NC(=O)c1cnccn1	1%	6%	-7%
CCc1nc(SCC(=O)NNC(=O)c2ccc(C)cc2)c2ccccc2n1	10%	19%	-7%
COc1cc(C(=O)NC(C)c2ccc3ccccc3c2)cc(Cl)c1O (configuration not stated)	4%	2%	-8%
CCOc1ccc(NC(=O)C/C(C)=N/NC(=O)c2cnccn2)cc1	11%	-2%	-2%
Cc1cc(C)nc(Nc2ccccc2F)n1	-1%	13%	-6%
Cc1cc(C)n(Cc2cccc(C(=O)N/N=C/c3cccnc3)c2)n1	3%	4%	-4%
Cc1ccc(S(=O)(=O)Nc2ccc(-n3cnnn3)cc2)cc1	-1%	-8%	5%
CN(C)C(=O)c1ccc(Nc2nnc(-c3ccc(O)cc3)c3ccccc23)cc1	-2%	12%	-4%
CCOc1cccc(C(=O)Nc2ccc(N3CCCC3)cc2)c1	4%	-12%	-4%
O=C(c1ccc(CS(=O)c2ccccc2Cl)o1)N1CCN(c2ccccc2)CC1 (configuration not stated)	0%	-4%	-8%
COc1cc(-c2nc(C(=O)NC3CCN(Cc4ccccc4)CC3)cc3c2[nH]c2ccccc23)cc(OC)c1OC	-1%	21%	-10%
CCCCn1nc(NC(=O)CC(C)C)c2cc3cc(OC)ccc3nc21	-8%	2%	-2%

New compounds follow:
SMILES	SIAH1 antagonists	AID2073	LYP inhibition
CSc1ncc(C(=O)Nc2ccccc2F)c(-c2ccccc2)n1	3%	5%	-6%
Cc1nn(CC(=O)NCc2cccc(F)c2)c(=O)c2cccn12	-5%	2%	-10%
CCn1c(C)c(C)c2cc(C(=O)N3CCc4ccccc4C3)ccc21	10%	16%	-5%
O=C(CCc1ccccc1)Nc1ccnn1C1CCN(Cc2ncc[nH]2)CC1	-2%	7%	-7%
CNC[C@H](CC1CCCCC1)NC[C@H](Cc1ccccc1)NCCC12CC3CC(CC(C3)C1)C2	0%	24%	-18%
COC(=O)C1=C(CS(=O)(=O)c2ccccc2)NC(=O)NC1c1ccccc1 (configuration not stated)	3%	0%	-6%
COc1ccc(/C=N/NC(=O)c2cccnc2)cc1	1%	16%	-3%
COc1ccc(C(=S)N2CCOCC2)cc1OC(=O)c1ccc([N+](=O)[O-])cc1[N+](=O)[O-]	2%	-4%	1%
COc1cc(CN2CCCC(C(=O)Nc3cccc(-n4cccn4)c3)C2)ccc1F (configuration not stated)	0%	0%	-11%
Cc1nn(CC(=O)NCCCN2CCCCC2)c(=O)c2cc(-c3ccccc3)nn12	-4%	-4%	-12%
COc1ccccc1CNC(=O)C1CCN(S(=O)(=O)c2ccc3c(c2)CC(C)N3C(C)=O)CC1 (configuration not stated)	9%	-6%	-11%
COc1ccc(CCN=C(N)NS(=O)(=O)c2cc(F)ccc2OC)cc1	3%	7%	-2%
COc1cc(C(=O)N2C[C@@H]3CCC[C@H]2C3)ccc1OC1CCN(C(C)=O)CC1	2%	-1%	0%
O=C(Cc1ccc(Cl)cc1)Nc1ccc(Br)cn1	1%	3%	-4%
CC(C)CCCN1C(Nc2ccccc2)=NC[C@@H]1C	15%	2%	-11%
O=C(CCCC(=O)N(CC(=O)NC1CCCCC1)c1ccccc1F)Nc1ccccn1	-2%	1%	-6%
COc1ccc(/C=C(/NC(=O)c2ccccc2)C(=O)NCc2ccncc2)cc1	5%	-5%	3%
O=C(Nc1cccc(Cl)c1)c1ccccc1NC(=O)C1CCCCC1C(=O)O (configuration not stated)	3%	2%	-7%
CCN(CC)C(=O)Cn1cc(S(=O)(=O)CC(=O)Nc2ccc(C(N)=O)cc2)c2ccccc21	3%	4%	-10%
Cn1cc(S(=O)(=O)N2CCCC2)cc1C(=O)Nc1cccc(C(F)(F)F)c1	6%	12%	-10%
COc1cccc(/C=C2\C=C(c3ccc(C)cc3)OC2=O)c1OC(C)=O	1%	23%	-6%
CC(=O)c1ccc(N(C(=O)CNC(=O)c2ccco2)C(C(=O)NC2CCCC2)c2ccco2)cc1 (configuration not stated)	12%	-5%	-8%
Cc1cc2[nH]c(=O)c(=O)[nH]c2cc1S(=O)(=O)Nc1ccccc1F	10%	-3%	1%
O=C(CCN1CCCC1=O)NC1CCCc2c1cnn2-c1ccccc1F (configuration not stated)	-5%	2%	-11%
O=C(Cn1cc([N+](=O)[O-])cn1)N1CCN(c2ccccc2)CC1	-2%	6%	-4%
COc1ccc(CC(C)NS(=O)(=O)c2ccc3c(c2)CCN3S(C)(=O)=O)cc1OC (configuration not stated)	-2%	3%	-8%
N#Cc1ccccc1NC(=O)CN1CCN(c2ccccn2)CC1	5%	13%	-6%
CCCn1c(C2CCCN2c2nc(C)cs2)nc2cc(Cl)c(Cl)cc21 (configuration not stated)	-4%	-4%	-12%
C/C(Cc1ccccc1)=N\NC(=O)c1ccccn1	-1%	13%	-10%
O=C1C(=O)N(CCCN2CCOCC2)C(c2ccc(Cl)cc2)/C1=C(/O)c1ccc(F)cc1 (configuration not stated)	-1%	-8%	-7%

4 entries from above, field by field:
C[C@@H]1C2CC(C/C2=N\NC(=O)c2ccncc2)C1(C)C (some centres not stated)
  SIAH1 antagonists: -1%
  AID2073: 11%
  LYP inhibition: -6%

CCOc1ccc(NC(=S)Nc2ccc(F)cc2)cc1
  SIAH1 antagonists: 1%
  AID2073: 8%
  LYP inhibition: -6%

CN(Cc1ccccc1)C(=O)CN1C(=O)c2ccccc2S1(=O)=O
  SIAH1 antagonists: 1%
  AID2073: 1%
  LYP inhibition: -10%

O=C(Nc1sc2c(c1C(=O)O)CCCC2)c1ccc(Cl)cc1
  SIAH1 antagonists: 12%
  AID2073: 12%
  LYP inhibition: -8%

(cont.)
SMILES	SIAH1 antagonists	AID2073	LYP inhibition
O=[N+]([O-])c1cccnc1N1CCN(Cc2ccc3c(c2)OCO3)CC1	1%	5%	-9%
CC1(C)CC(NC(=O)C2CCC(=O)N(Cc3ccccc3F)C2)CC(C)(C)C1 (configuration not stated)	-2%	22%	-11%
C#CCOC(=O)c1cc(Cl)c(=O)n(Cc2ccc(Cl)cc2Cl)c1	-3%	8%	-9%
COCCCn1c(=O)c2sccc2n2c(CCCC(=O)NCC3CCCO3)nnc12 (configuration not stated)	2%	15%	-5%
Cc1ccc(C)c(N(CC(=O)NC2CCCCC2)C(=O)CNC(=O)c2ccco2)c1	3%	11%	-6%
CCOc1cc(/C=C/c2nc3ccccc3c(=O)[nH]2)cc(Br)c1OC	0%	36%	-8%
CCN1CCCC1CNC(=O)Cn1nc(C)n2nc(-c3ccccc3)cc2c1=O (configuration not stated)	4%	8%	-12%
Cn1c(=O)[nH]c(=O)c2c1nc(NCc1ccccc1)n2Cc1ccc(F)cc1	-8%	5%	-12%
CC(NCc1ccc(S(N)(=O)=O)cc1)C(=O)NCc1ccccc1 (configuration not stated)	1%	-8%	-8%
Cc1ccc(F)cc1NC(=O)CCc1c(C)[nH]c(=O)c(C#N)c1C	3%	5%	-2%
O=C(Nc1ccc(C(=O)O)cc1)/C(=C\c1ccco1)NC(=O)c1ccccc1Cl	-5%	-5%	-7%
O=C(c1ccc(Cl)cc1)N1CCC(N2CCC(C(=O)N3CCOCC3)CC2)CC1	2%	16%	-12%
O=C(N/N=C/c1ccco1)c1cc2ccccc2o1	1%	6%	-4%
O=[N+]([O-])c1ccc(NCCOc2ccccc2Cl)nc1	-2%	-4%	-7%
CCOc1cccc(C(=O)Nc2ccc(S(=O)(=O)Nc3cc(C)on3)cc2)c1	1%	6%	-7%
Cc1ccc(CNC(=O)C2CCC(CNS(=O)(=O)c3cccs3)CC2)cc1 (configuration not stated)	2%	4%	-5%
COc1ccc(NC(=O)C(c2ccc(Cl)cc2)C(C)C)cn1 (configuration not stated)	-8%	10%	-3%
Cc1onc(-c2ccccc2)c1C(=O)N(C)CCc1ccccn1	3%	-2%	-9%
NC(=O)C1CCCCc2c1[nH]c1ccc(Cl)cc21 (configuration not stated)	1%	8%	-2%
COc1ccc(NC(=O)CSc2nccn2Cc2ccco2)c(OC)c1	0%	-4%	-7%
Cc1onc(-c2ccccc2Cl)c1C(=O)N1CCCCC1	-2%	-4%	0%
